Assay outcomes: PubChem BioAssay, several laboratories
E-sel TNF inh = TNF alpha driven E-selectin expression inhibition | HUVEC TNFa-induced E-selectin immunofluorescence, high content | inhibition, % at 2 µM | 0.71% of 120,000 active | AID 1246;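 active means inhibition above the batch mean plus 3 SD, and confirmed as a hit on visual image review, cut at about 43% in these data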;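 further: 0% = TNF-stimulated DMSO wells and 100% = unstimulated control wells; not every result past the cut was called active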
Measles CPE = protection of cells from measles virus | protection (pct of control), % at 4 µM | AID 841 | Measles virus-infected cells, CPE protection, absorbance | 1.5% of 140,000 active; in the data active means protection mostly above about 24%, no sharp cut-off; inactive means mostly below about 26%; further: some compounds called inactive have numbers as strong as hits
HCT116 bCat-KO = beta-catenin-lacking colon tumor cell growth suppression; 1.5% of 140,000 active; HCT116 beta-catenin knockout viability, CellTiter-Glo, 60 h; hits give low values; viability, % at 10 µM; AID 818;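 active means viability at or under a set limit, the compound median less 4 SD, cut at about 6% in these data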;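 further: 0% = Hyamine 1622 control at 20 µM and 100% = untreated cell control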
HCT116 PTEN-null = PTEN-deleted cell growth suppression. HCT116 PTEN-null viability, CellTiter-Glo, 60 h; hits give low values. viability, % at 10 µM. 1.2% of 140,000 active. AID 827;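 active means viability at or below a set limit, 4 SD under the median of all tested compounds, cut at about 3.7% in these data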;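 further: PTEN knockout HCT116 line with beta catenin targeted HCT116 as companion control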
NPY Y2 blocker = antagonists of human neuropeptide Y receptor Y2; AID 793; P49146; inhibition, % at 2.7 µM; 0.99% of 140,000 active; NPY-Y2 expressing cells, antagonist mode; in the data active means inhibition above about 17%;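 further: 0% = vehicle with agonist challenge and 100% = reference antagonist with challenge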
Target sequence (P49146 whole entry, looked up): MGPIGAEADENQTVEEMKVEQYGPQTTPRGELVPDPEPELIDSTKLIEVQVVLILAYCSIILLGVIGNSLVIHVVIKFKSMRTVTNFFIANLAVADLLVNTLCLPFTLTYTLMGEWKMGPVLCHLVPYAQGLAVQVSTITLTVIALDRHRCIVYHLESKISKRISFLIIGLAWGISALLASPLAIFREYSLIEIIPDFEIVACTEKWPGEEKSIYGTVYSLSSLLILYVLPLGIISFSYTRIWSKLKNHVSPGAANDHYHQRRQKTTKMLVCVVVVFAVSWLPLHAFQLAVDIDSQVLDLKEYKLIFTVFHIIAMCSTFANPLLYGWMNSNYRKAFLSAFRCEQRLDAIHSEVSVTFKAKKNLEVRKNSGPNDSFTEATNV
Yeast growth inh = reduces growth of yeast BB579 in restrictive medium | S. cerevisiae BB579 growth, OD615, 48 h | inhibition, % at 10 µM | 0.51% of 140,000 active | AID 804;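 active means inhibition above a set limit, 3 SD over the mean compound inhibition, cut at about 44% in these data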; further: inactives centre near -24
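Assay system: S. cerevisiae DeaD strain BB579 yeast. Medium: CSMM-D restrictive synthetic medium containing dextrose (glucose). Times: 4 h cell preincubation, 48 h compound exposure, 30 °C humidified. Signal: OD615 turbidity measurement. Benchmarks: positive control amphotericin B 10 µg/mL.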
MRP1 act = activators of MRP-1 | 0.61% of 140,000 active | H69AR cells + doxorubicin, viability rescue, CellTiter-Glo | AID 799 | viability increase, % at 10 µM;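 active means viability gain under doxorubicin at or above a set limit, the compound median plus 3 SD, cut at about 4.7% in these data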;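 further: MRP-1 overexpressing cells given doxorubicin 25 µM after compound pretreatment; 18-22 h compound pretreatment then 72 h with doxorubicin before readout; 0% = doxorubicin-only wells and 100% = vehicle-treated cells without doxorubicin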
Yeast lifespan up = extends the lifespan of yeast; S. cerevisiae growth with nicotinamide, OD615; deaD strain in restrictive glucose medium; inhibition of the nicotinamide effect, % at 10 µM; 0.68% of 130,000 active; AID 775;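 active means inhibition above a set limit, placed 3 SD over the median of all compounds, cut at about 26% in these data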;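 further: 0% = nicotinamide-treated wells and 100% = cells grown without nicotinamide; some compounds called inactive have numbers as strong as hits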
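Assay system: engineered S. cerevisiae DeaD replicative-lifespan strain, galactose-grown log-phase cells; medium: restrictive CSMM-D dextrose medium; also added: nicotinamide, 1.5 mM, co-present with compound; schedule: 48 h compound exposure at 30 °C, humidified; detection: absorbance at 615 nm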
GALR2 antag = antagonists of human galanin receptor 2 (GALR2); GALR2-expressing cells, antagonist mode; 0.39% of 140,000 active; inhibition, % at 4 µM; in the data active means inhibition above about 27%;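 further: cells stimulated with galanin 1-16 at roughly its EC80; 0% = agonist challenge control and 100% = basal control without agonist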
Target sequence (O43603 whole entry, looked up): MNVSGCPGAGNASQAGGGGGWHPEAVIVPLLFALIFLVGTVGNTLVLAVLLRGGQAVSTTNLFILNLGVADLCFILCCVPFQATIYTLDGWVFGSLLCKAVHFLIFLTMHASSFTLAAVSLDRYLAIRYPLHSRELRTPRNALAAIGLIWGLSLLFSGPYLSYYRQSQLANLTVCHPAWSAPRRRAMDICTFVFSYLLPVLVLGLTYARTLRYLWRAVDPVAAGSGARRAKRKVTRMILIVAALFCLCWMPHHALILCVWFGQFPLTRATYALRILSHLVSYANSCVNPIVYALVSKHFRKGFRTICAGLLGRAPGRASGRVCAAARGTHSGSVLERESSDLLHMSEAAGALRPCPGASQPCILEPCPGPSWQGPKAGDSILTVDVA
Phagocyt inh = macrophage phagocytosis inhibition. inhibition, % at 5 µM. AID 1029. 0.07% of 110,000 active. J774A.1 macrophage IgG-bead phagocytosis, imaging;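 active means inhibition above the mean of the plate negative controls plus 5 SD, cut at about 13% in these data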;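 further: phagocytic index as fraction of beads internalized from green versus red external bead signal; plate controls were DMSO negative control for no effect and cytochalasin-D positive control for full effect; some results beyond the cut were filed as inactive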
* marks the source's active call; other numbers are inactive results; x = no result given.

#1 CCOC(=O)c1[nH]c(C)c(C(=O)NCCN2CCOCC2)c1C
#2 CC(OC(=O)c1cc(-c2cccnc2)nc2ccccc12)C(=O)Nc1ccc2ccccc2c1 (configuration not stated)
#3 Cc1sc2nc(C)n(/N=C/c3ccccc3)c(=O)c2c1C
#4 CC(C)(C)SCCNC(=O)CN(c1ccc(F)cc1)S(C)(=O)=O
#5 CC1CCN(C(=O)C2CCN(CCCc3ccccc3)CC2)CC1
#6 CC1CCN(c2ccc(/C=C(\C#N)c3nn(-c4ccccc4)c(N)c3C#N)cc2[N+](=O)[O-])CC1
#7 O=C(O)CCSc1nnc(-c2cccnc2)n1-c1ccccc1
#8 Cc1ccc(CNC(=O)CCc2nc3ccccc3c(=O)[nH]2)cc1
Compound	1	2	3	4	5	6	7	8
E-sel TNF inh	x	46	11	x	-36	x	22	62*
Measles CPE	17	12	5	18	3	14	6	9
HCT116 bCat-KO	91	84	96	98	66	72	94	96
HCT116 PTEN-null	100	80	92	99	69	76	99	97
NPY Y2 blocker	2	14	3	1	11	6	0	2
Yeast growth inh	1	-42	-15	-8	-20	-14	-17	-10
MRP1 act	-1.0	-1.6	-1.6	0.1	-2.1	0.5	-1.3	-0.9
Yeast lifespan up	-7	-2	-24	-11	0	2	-13	-12
GALR2 antag	-17	-1	-7	-17	-3	-8	4	17
Phagocyt inh	0	-1	0	2	0	-7	0	1

#9 COc1ccc(N2CC(O)=C(c3nc(C)cs3)C2=N)cc1
#10 Cc1ccc(S(=O)(=O)N2CCOCC2)cc1NC(=O)COC(=O)c1ccc(OCc2c(C)noc2C)cc1
#11 COc1cc(S(=O)(=O)NCC2COCCO2)ccc1-n1cnnn1 (configuration not stated)
#12 COC(=O)c1sccc1NC(=O)Cc1ccc(OC)c(OC)c1
#13 CC(C)Cn1c(N)c(C(=O)CSc2nnnn2C)c(=O)n(C)c1=O
#14 COc1cccc(NC(=O)CNS(=O)(=O)c2ccc(Cl)cc2)c1
#15 CCOc1ccc(/C(O)=C2/C(=O)C(=O)N(CCOCCO)C2c2cccnc2)cc1 (configuration not stated)
#16 O=C(NCCCN1CCOCC1)c1c(O)c2cc(Br)cc(Br)c2[nH]c1=O
Compound	9	10	11	12	13	14	15	16
E-sel TNF inh	x	-2	17	x	-8	x	-3	-24
Measles CPE	5	5	18	7	6	11	41	x
HCT116 bCat-KO	95	100	101	91	100	94	87	x
HCT116 PTEN-null	95	91	99	81	102	90	90	x
NPY Y2 blocker	-2	0	1	3	-1	3	1	2
Yeast growth inh	-17	-17	-64	-45	-13	-39	-18	x
MRP1 act	-0.8	-1.2	-0.6	0.1	-1.7	-0.1	-2.3	x
Yeast lifespan up	-12	-2	-6	-2	-8	3	-8	x
GALR2 antag	26	6	-3	8	1	-11	9	6
Phagocyt inh	0	-10	-2	2	1	0	3	0

Individual results from above:
compound 9 | GALR2 antag = 26
compound 10 | HCT116 bCat-KO = 100
compound 8 | Yeast lifespan up = -12
compound 15 | GALR2 antag = 9

(cont.)
#17 CCOC(=O)C1CCN(C(=O)Nc2ccc3nc(C)c(C)nc3c2)CC1
#18 C=CCn1c(-c2cccs2)nc2nc3ccccc3nc21
#19 CC(=O)N(c1ccc(C(C)C)cc1)C1C=CS(=O)(=O)C1 (configuration not stated)
#20 Cc1ccc(CS(=O)(=O)CCC(=O)NCCN2CCCCC2C)cc1 (configuration not stated)
#21 CCOC(=O)c1sc(-c2ccccc2)cc1N
#22 COc1cc(C)c(Cl)c(C)c1S(=O)(=O)NCc1cccnc1
#23 COCCN(CCOC)S(=O)(=O)c1ccc(OC)cc1
#24 COc1ccc(-n2c(Cc3cccn3C)nnc2SCC(=O)Nc2ccc3c(c2)OCO3)cc1
Compound	17	18	19	20	21	22	23	24
E-sel TNF inh	-2	-7	7	9	29	0	18	-10
Measles CPE	6	21	5	17	8	6	9	12
HCT116 bCat-KO	99	80	88	100	92	84	90	90
HCT116 PTEN-null	93	88	103	92	88	88	88	96
NPY Y2 blocker	0	1	-1	3	4	1	-2	1
Yeast growth inh	-37	-50	-7	18	-17	-25	-18	-25
MRP1 act	-1.4	-5.5	-2.4	-0.5	0.8	-1.1	-2.9	-3.8
Yeast lifespan up	-24	-24	-9	-16	-11	-3	0	-4
GALR2 antag	8	8	11	1	5	-2	9	10
Phagocyt inh	0	-1	-1	0	0	1	0	2

Compound profiles, as listed above.
Cc1ccc(CS(=O)(=O)CCC(=O)NCCN2CCCCC2C)cc1 (configuration not stated) in the list: E-sel TNF inh = 9; Measles CPE = 17; HCT116 bCat-KO = 100; HCT116 PTEN-null = 92; NPY Y2 blocker = 3; Yeast growth inh = 18; MRP1 act = -0.5; Yeast lifespan up = -16; GALR2 antag = 1; Phagocyt inh = 0
COc1cc(C)c(Cl)c(C)c1S(=O)(=O)NCc1cccnc1 in the list: E-sel TNF inh = 0; Measles CPE = 6; HCT116 bCat-KO = 84; HCT116 PTEN-null = 88; NPY Y2 blocker = 1; Yeast growth inh = -25; MRP1 act = -1.1; Yeast lifespan up = -3; GALR2 antag = -2; Phagocyt inh = 1

The listing continues:
#25 N/C(=N\OC(=O)COc1ccc(Br)cc1Cl)c1ccncc1
#26 CC(OC(=O)c1ccco1)C(=O)NCc1cccs1 (configuration not stated)
#27 NS(=O)(=O)c1ccc(NC(=O)COC(=O)C23CC4CC(CC(C4)C2)C3)cc1
#28 Cc1ccc(NC(=S)NNC(=O)c2cn(C)nc2C)cc1
#29 N#Cc1c(N)c(C#N)c(-c2ccc(O)cc2)c2c1CCCC2
#30 O=c1c2c3c(sc2n2cnnc2n1-c1ccccc1)N(Cc1ccccc1)CCC3
#31 COC(=O)c1ccccc1NC(=O)Cn1nc(C(F)(F)F)c2c1CCC2
#32 Cc1noc(C)c1CSc1nnc(-c2c[nH]c3ccccc23)n1-c1ccc(Cl)cc1
Compound	25	26	27	28	29	30	31	32
E-sel TNF inh	-19	-44	28	15	x	19	-5	-6
Measles CPE	4	9	11	15	27	12	8	9
HCT116 bCat-KO	88	91	99	99	82	111	90	92
HCT116 PTEN-null	93	100	101	111	74	116	86	96
NPY Y2 blocker	6	1	-1	5	2	-2	11	5
Yeast growth inh	-31	-31	5	-39	-19	-83	5	-32
MRP1 act	1.0	-3.9	-1.3	-0.1	-4.5	-0.3	-1.8	-1.4
Yeast lifespan up	-5	-6	0	-10	-9	6	-16	-1
GALR2 antag	6	7	4	8	10	-5	-9	-2
Phagocyt inh	0	x	4	-2	x	0	0	0

#33 OC[C@H]1O[C@@H](n2cnc3c(Nc4ccccc4)ncnc32)[C@H](O)[C@@H]1O
#34 CC(OC(=O)c1cc2sccc2n1C)C(=O)NCc1ccco1 (configuration not stated)
#35 Nc1nc(SCC(=O)NCc2ccccc2Cl)[nH]c(=O)c1NC(=O)c1ccccc1F
#36 CCc1nc(Nc2ccc3c(c2)OCO3)c2oc3ccccc3c2n1
#37 O=C(C1CCCCC1)N1CC(=O)N2CCc3ccccc3C2C1 (configuration not stated)
#38 CCOC(=O)C1=C(C)Nc2nc(C)nn2C1c1ccc(C)cc1 (configuration not stated)
#39 CCOc1ccccc1NC1=C(Cl)C(=O)N(Cc2ccccc2)C1=O
#40 CCOc1cc(/C=N/NC(=O)c2nn(C)cc2Br)ccc1OCc1ccccc1
Compound	33	34	35	36	37	38	39	40
E-sel TNF inh	x	8	x	-63	x	1	-17	0
Measles CPE	6	13	4	57*	22	5	28	4
HCT116 bCat-KO	103	97	87	97	110	88	92	96
HCT116 PTEN-null	91	100	100	75	96	96	91	89
NPY Y2 blocker	22*	9	4	2	1	2	11	1
Yeast growth inh	-52	-2	-26	-57	-55	-27	-17	-28
MRP1 act	-1.3	-1.5	-0.6	-1.4	-0.5	-1.0	-4.1	-1.2
Yeast lifespan up	8	-13	2	-30	6	-1	-5	4
GALR2 antag	18	1	3	2	1	3	9	2
Phagocyt inh	x	1	-8	x	x	x	-1	-5

By substructure, those above containing a cyano group.
#6 CC1CCN(c2ccc(/C=C(\C#N)c3nn(-c4ccccc4)c(N)c3C#N)cc2[N+](=O)[O-])CC1
#29 N#Cc1c(N)c(C#N)c(-c2ccc(O)cc2)c2c1CCCC2
Compound	6	29
E-sel TNF inh	x	x
Measles CPE	14	27
HCT116 bCat-KO	72	82
HCT116 PTEN-null	76	74
NPY Y2 blocker	6	2
Yeast growth inh	-14	-19
MRP1 act	0.5	-4.5
Yeast lifespan up	2	-9
GALR2 antag	-8	10
Phagocyt inh	-7	x

Following part
#41 CCn1c(SCC(=O)Nc2nc(C)c(C)s2)nc2cccnc21
#42 O=S(=O)(Nc1ccccc1N1CCCCC1)c1ccc(Cl)s1
#43 Cc1cc(C)n2cc(CSc3ncccc3C(=O)O)nc2n1
#44 COc1ccc(-c2nnc(OCc3ccccc3)c3ccccc23)cc1
#45 COc1ccc(OC)c(NC(=O)Cn2c(CCC(=O)O)ccc2-c2cccs2)c1
#46 CC(=O)N1N=C(c2ccco2)CC1c1ccc(Br)cc1 (configuration not stated)
#47 O=C(O)/C=C/C(=O)N1CCN(C(=O)/C=C/C(=O)O)CC1
#48 Cc1ccc2c(C)nc(N/C(N)=N/S(=O)(=O)c3ccc([N+](=O)[O-])cc3)nc2c1
Compound	41	42	43	44	45	46	47	48
E-sel TNF inh	8	16	-6	x	4	-15	x	x
Measles CPE	7	29	7	34	17	9	9	47
HCT116 bCat-KO	101	71	100	84	87	85	95	63
HCT116 PTEN-null	93	71	89	71	93	89	93	67
NPY Y2 blocker	9	1	6	8	0	1	2	8
Yeast growth inh	-32	-40	16	-27	-26	-17	-39	-13
MRP1 act	-3.3	-1.1	-0.7	-4.5	-2.0	-2.5	3.2	-0.3
Yeast lifespan up	x	3	0	3	4	2	2	2
GALR2 antag	-10	-9	-9	7	0	0	1	-5
Phagocyt inh	x	-1	0	-9	0	-12	-7	-7

#49 CCC(Sc1nc(C)cc(=O)[nH]1)C(=O)Nc1nc(-c2ccccc2)cs1 (configuration not stated)
#50 C[C@]12CCC3C(CC=C4C[C@@H](O)CC[C@@]43C)C1CCC2[C@]1(C)CCC(=O)O1 (some centres not stated)
#51 CC(=O)Nc1nonc1-c1nc2ccccc2n1CC1CC1
#52 COc1cc(CNn2cn[nH]c2=S)cc(Cl)c1OCc1ccc(F)cc1
#53 O=C(NCC1(c2ccccc2)CCCC1)c1ccccc1
#54 CC(C)N(Cc1nc(-c2ccccc2)no1)C(=O)CN(C)S(=O)(=O)c1ccc(Br)cc1
Compound	49	50	51	52	53	54
E-sel TNF inh	-5	25	-19	-11	10	2
Measles CPE	14	1	7	5	6	5
HCT116 bCat-KO	94	89	92	80	83	80
HCT116 PTEN-null	94	81	76	89	85	76
NPY Y2 blocker	2	2	3	0	3	3
Yeast growth inh	-48	-22	-25	4	-49	-16
MRP1 act	-0.8	-4.2	-2.5	-1.3	3.4	-2.1
Yeast lifespan up	0	-4	-20	-8	1	-2
GALR2 antag	10	-21	-6	2	4	-4
Phagocyt inh	-1	-9	0	-14	-7	1
